# Compound activity from PubChem.
# H1N1 NS1A inhibition: H1N1 influenza NS1A inhibitors, functional cell based assay (AID 504329) | hit rate 0.3% among 340,000 | NS1A functional cell-based assay, percent inhibition; higher % means a stronger effect | inhibition, % at 12.5 µM; hits with a dose series show IC50 in µM; in the data active means a potency from the dose series; inconclusive means inhibition above about 27% without an active follow-up result; further: strong numbers were not always called active
# M. tuberculosis HTS: M. tuberculosis growth inhibition, HTS (AID 449762). M. tuberculosis H37Rv growth inhibition, 7H9 media; higher % means a stronger effect. hit rate 0.59% among 330,000. inhibition, % at 25 µM; hits with a dose series show IC50 in µM; in the data active means a potency from the dose series; inconclusive means inhibition above about 70% without an active follow-up result;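 further: bacterial growth assessed after seven days of incubation; strong numbers were not always called active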
# M. tuberculosis: growth inhibition of non-replicating M. tuberculosis (AID 488890); hit rate 0.39% among 320,000; inhibition, % at 25 µM, or IC50 in µM where a hit was titrated; Mycobacterium tuberculosis non-replicating, growth inhibition; higher % means a stronger effect; in the data active means a potency from the dose series; inconclusive means inhibition mostly from about 82% at the one dose, without a potency; inactive means the rest, 99 in 100 with inhibition below about 76%;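 further: plate controls were DMSO cells for no effect and high antibiotic wells for full effect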
# Salmonella PhoP GFP: Inhibition of PhoP regulon, Salmonella typhi GFP reporter cells, confirmation, 4 h (AID 1850); Salmonella Typhi PhoP-promoter GFP reporter, fluorescence, 4 h; higher % means a stronger effect; inhibition, % at 50 µM, or IC50 in µM where a hit was titrated; hit rate 0.33% among 310,000; in the data active means a potency from the dose series; inconclusive means inhibition mostly from about 25% at the one dose, without a potency; inactive means the rest, 99 in 100 with inhibition below about 19%;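 further: 0% = induced wells with vehicle and 100% = uninduced wells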
# inhibitors of VEEV: inhibitors of VEEV TC-83 cytopathic effect, confirmation, Vero cells (AID 588727) | hit rate 0.13% among 350,000 | one-dose inhibition, % at 20 µM; IC50 in µM for titrated hits | Vero cells, VEEV TC-83 cytopathic effect inhibition; higher % means a stronger effect; in the data active means a potency from the dose series; inconclusive means inhibition mostly from about 14% at the one dose, without a potency; inactive means the rest, 99 in 100 with inhibition below about 12%; further: strong numbers were not always called active
# inhibitors of VEEV 10K pilot screen: second read-out of inhibitors of VEEV, no call of its own (marks repeat the call); inhibition, %; measured here: 10K pilot screen inhibition
# * marks the source's active call; other numbers are inactive results; i = inactive; ? = inconclusive; . = not tested or not shown. An unsorted share of the library; about 1.5% have a hit in one of these screens.
SMILES,H1N1 NS1A inhibition,M. tuberculosis HTS,M. tuberculosis,Salmonella PhoP GFP,inhibitors of VEEV,others
CC(=O)Nc1ccc2c(COC(=O)[C@@H](NS(=O)(=O)c3ccc(C)cc3)C(C)C)cc(=O)oc2c1,0.3%,-4.4%,3.0%,.,1.6%,
COC(=O)Cn1c(CN2CCOCC2)nc2c1c(=O)n(C)c(=O)n2C,1.1%,6.5%,-10.2%,1.9%,0.2%,inhibitors of VEEV 10K pilot screen=0.4
O=C(NNC(=O)C(O)(c1ccccc1)c1ccccc1)C1CC1,-4.0%,-2.5%,4.5%,4.0%,i,
CCN1CCN(C(=O)CCN2C(=O)c3ccccc3C2=O)CC1,-0.6%,2.6%,-3.5%,-2.6%,i,
CCNc1nc(NC(C)C)nc(N(C)C#N)n1,14.0%,2.7%,13.8%,-6.8%,3.9%,
COC(=O)c1ccccc1NC(=O)C1CC(=O)N(c2ccc(F)cc2)C1 (stereo not given),-5.3%,-3.1%,0.1%,-2.3%,1.4%,
COCCN(C(=O)CSCC(=O)Nc1ccc(C)cc1)c1c(N)n(CC(C)C)c(=O)[nH]c1=O,2.6%,-4.7%,13.0%,.,2.3%,
Cc1c(NCc2cc(Cl)ccc2O)c(=O)n(-c2ccccc2)n1C,-2.1%,2.5%,-7.6%,-4.8%,5.9%,
CCOc1ccc(-c2nc(C#N)c(NCC3CCCO3)o2)cc1 (stereo not given),-6.7%,34.0%,6.1%,-3.7%,i,
Cc1nn(C)cc1C(C)NCc1c(C(=O)N2CCCCCCC2)nc2ccc(Cl)cn12 (stereo not given),-2.9%,-0.1%,5.5%,-0.9%,i,
CCC(C(=O)N1CCC(C(N)=O)CC1)n1nc(C)n2c(cc3occc32)c1=O (stereo not given),-5.7%,-1.3%,-3.2%,-0.2%,1.0%,
C/C(=N\NC(=O)CSCc1ccc([N+](=O)[O-])cc1)c1ccccc1,2.3%,-9.6%,19.0%,-1.2%,1.6%,
COc1ccc(CN2CCNC(=O)C2CC(=O)N(C)Cc2nccs2)c(OC)c1 (stereo not given),-0.5%,5.3%,23.3%,6.3%,3.1%,
Clc1nc(NCc2ccco2)nc(N2CCCCC2)n1,12.2%,2.3%,-1.2%,-6.0%,1.2%,inhibitors of VEEV 10K pilot screen=0.2
O=C(NCCc1ccc(Cl)cc1)/C(=C/c1cccnc1)NC(=O)c1ccccc1,-2.5%,1.6%,13.5%,1.0%,0.4%,
CC(=O)c1c(C)nn(CC(O)COc2ccc3ccccc3c2)c1C (stereo not given),-0.2%,-0.3%,21.0%,-10.2%,0.3%,
COCCn1c(=O)[nH]c2cc(C(=O)Nc3cc(OC)c(OC)c(OC)c3)ccc2c1=O,1.8%,-6.4%,-5.0%,6.4%,3.3%,
CCCCn1c(/N=C/c2ccc(N(C)C)cc2)nc2ccccc21,2.5%,-15.0%,70.9%,-12.8%,i,
CCCC1CC(=O)NC1(C(=O)OCC)C(=O)OCC (stereo not given),-11.1%,.,.,.,0.1%,
CC(=O)N1CCn2c3ccc(C)cc3c3cccc1c32,-9.4%,19.4%,30.2%,4.5%,5.3%,
C[C@@H]1CCC[C@]2(O[C@H](CCO)C[C@@H](O)[C@@H]2O)O1,-3.0%,-4.8%,-0.2%,-2.1%,0.7%,
Cc1cccc(NS(=O)(=O)c2ccc(NC(=O)N3CCCCC3)cc2)c1,-10.5%,-4.0%,-6.1%,-11.3%,i,
CCCC(=O)Nc1ccc(-c2nc3cc(C)ccc3o2)cc1,-7.2%,?,70.4%,-4.4%,3.9%,
COCCNC(=O)c1onc(CSc2cccc(C)c2)c1C(=O)O,-8.2%,4.5%,-6.7%,2.9%,1.7%,
CCO/C=C1/C(=O)N(c2ccccc2OC)C(=O)c2ccccc21,6.5%,2.0%,6.8%,7.6%,0.2%,
O=C(/C=C/c1ccc(Br)cc1)NC1CCCCCC1,-18.6%,-5.0%,24.3%,0.4%,i,
CC(=O)NCC1CCCN(Cc2cn(-c3ccccc3F)nc2-c2cc(C)sc2C)C1 (stereo not given),-1.8%,6.4%,9.2%,-4.5%,i,
CCOc1ccccc1N(CC(=O)Nc1ccc(S(=O)(=O)N2CCOCC2)cc1)S(=O)(=O)c1ccccc1,0.5%,8.4%,-12.7%,8.0%,10.1%,
Cc1ccccc1C(=O)N1CCC(C(=O)OCc2ccccn2)CC1,-1.7%,-1.6%,15.1%,.,1.3%,
Cc1cc(C(=O)N2CCN(c3ccc(F)cc3)CC2)on1,0.3%,-7.2%,.,-2.1%,1.6%,
O=c1c(/C=N/OCc2ccc(Cl)cc2Cl)c[nH]n1-c1cccc(Cl)n1,-1.5%,34.5%,?,0.5%,2.8%,
Cc1cc(C(=O)NCCCN2CCCC2=O)no1,-0.6%,1.4%,-7.8%,-9.7%,2.8%,
Cc1ccc(C)c(N2CCN(C(=O)C(Cc3ccccc3)n3cccc3)CC2)c1 (stereo not given),9.1%,5.5%,28.6%,-2.2%,4.6%,
Cc1ccc2cc(CN(CC3CCCO3)C(=S)Nc3ccccc3)c(=O)[nH]c2c1C (stereo not given),5.5%,-3.7%,10.7%,0.7%,?,
O=C(Nc1cccc(NC(=O)c2ccc(Br)o2)n1)c1ccc(Br)o1,-1.4%,-7.5%,-9.1%,-3.5%,3.3%,
Fc1cccc(C2NCc3ccccc3-n3cccc32)c1 (stereo not given),27.9%,2.4%,-9.4%,13.2%,1.1%,
CCC1CCCCN1Cc1nc2c(c(=O)n(C)c(=O)n2C)n1CCC(C)C (stereo not given),-0.9%,-0.3%,29.5%,-2.7%,i,inhibitors of VEEV 10K pilot screen=0.0
Cc1cccc(C(P(=O)(c2ccccc2)c2ccccc2)P(=O)(c2ccccc2)c2ccccc2)n1,-9.7%,5.7%,18.2%,2.3%,1.3%,
CN(C)CCN(C(=O)c1ccc2ccccc2c1)c1nc2ccc(F)cc2s1,3.2%,-1.8%,5.1%,1.7%,0.5%,
O=C1CCC(=O)N1OCCCOc1ccc(Br)cc1Cl,-7.7%,.,.,.,0.5%,
COc1c(/C=N/NC(=O)[C@H]2C[C@@H]2c2ccccc2)c(CCN(C)C(C)=O)cc2c1OCO2,-4.2%,-3.5%,7.5%,-3.9%,1.5%,
O=C(NCCc1ccccc1)c1cnc2n(c1=O)CCS2,-3.0%,-6.2%,0.5%,-10.9%,1.0%,
Cc1cc(Br)ccc1NC(=O)CN(C)C(=O)C1CSC2(C)CCC(=O)N12 (stereo not given),1.7%,-7.6%,-15.5%,.,1.9%,
CCOc1ccccc1NC(=S)NNS(=O)(=O)c1c(C)cc(C)cc1C,-3.6%,0.3%,-20.6%,-2.3%,1.7%,
CCOC(=O)N1CCN(c2c(N3CCN(C(=O)OCC)CC3)c(=O)c2=O)CC1,-6.8%,2.6%,-7.1%,11.1%,0.1%,
CCCCc1ccc(NC(=S)NCCO)cc1,9.0%,65.2%,?,-9.2%,0.9%,
c1ccc(P(c2ccccc2)c2ccccn2)cc1,-1.2%,3.6%,27.5%,15.7%,1.8%,
CC(=O)Nc1ccc(NC(=O)N2CCCCC2)cc1,-1.1%,5.3%,-6.2%,-1.2%,0.9%,
COc1cc(N2C(=O)CSC2=S)cc(OC)c1OC,0.3%,-0.5%,31.0%,-4.7%,1.4%,
Cc1occc1C(=O)N/N=C/c1cnn(C)c1C,-36.4%,-3.1%,-9.1%,-0.8%,5.2%,
CCOc1ccc(NC(=S)Nc2ccc(OCc3ccccc3)cc2)cc1,22.0%,37.5%,73.1%,0.5%,0.6%,
CC1(C)N=C(N)NC(Nc2cccc(Br)c2)=N1,0.8%,2.3%,2.2%,34.7µM*,3.1%,
CC(=O)OC1C=CC2[C@H]3Cc4ccc(O)c5c4[C@@]2(CCN3C)C1O5 (stereo not given in full),-0.3%,1.3%,7.8%,.,0.8%,
Clc1ccc(C2NCCc3[nH]cnc32)cc1 (stereo not given),5.4%,3.2%,7.8%,6.6%,i,
CCCn1c(-c2ccc(C(=O)OC)cc2)nc2c1c(=O)[nH]c(=O)n2Cc1ccccc1,0.1%,7.5%,8.0%,6.5%,1.5%,
O=C(CCc1c[nH]c2ccccc12)N1CCCC1,-2.3%,6.0%,4.3%,9.2%,i,
Cc1ccc(CCNC(=O)Cn2ncc3c([nH]c4ccccc43)c2=O)cc1,-2.7%,3.5%,5.0%,-7.1%,0.8%,
O=C(Nc1ccncc1)c1cn(-c2ccccc2)nc1-c1cccs1,2.1%,-0.4%,-8.0%,-3.3%,5.6%,
Cc1nn(Cc2noc(C(=O)NCc3ccc4c(c3)OCO4)n2)c(C)c1Br,1.1%,-2.8%,6.1%,-11.8%,1.9%,
COc1cc(NC(=O)c2cc(OC)c(OC)c(OC)c2)cc(-n2cnnn2)c1,0.4%,-17.2%,0.2%,-1.2%,2.2%,

# (list continues)
SMILES,H1N1 NS1A inhibition,M. tuberculosis HTS,M. tuberculosis,Salmonella PhoP GFP,inhibitors of VEEV,others
COC(CN(C)C(C(=O)NC1CCCCC1)c1ccccc1)OC (stereo not given),-5.1%,4.6%,-12.2%,-21.2%,0.6%,
CCCCn1c(N)c(N(CCOC)C(=O)CN2C(=O)C3CCCCC3C2=O)c(=O)[nH]c1=O (stereo not given),-12.1%,-7.3%,-13.6%,.,0.5%,
CCc1ccccc1NC(=O)N[C@@H](C)C(=O)OC,-3.5%,-3.5%,63.7%,1.7%,1.1%,
CCCCc1ccc(CC(=O)Nc2cc(S(=O)(=O)N3CCOCC3)ccc2O)cc1,-10.0%,2.7%,65.2%,.,0.5%,
CCOC(=O)CSc1nnc(CNc2ccc(Cl)cc2)n1Cc1ccccc1,-7.7%,-10.3%,?,6.4%,1.1%,
O=C(N/C(=C\c1ccc(Br)cc1)C(=O)N1CCCC1)c1cccs1,-13.2%,-2.0%,16.9%,0.9%,0.4%,
O=C(c1ccc2c(c1)OCO2)C1CCCN(Cc2cc(F)ccc2-n2cccn2)C1 (stereo not given),-7.0%,-3.5%,10.4%,10.1%,0.2%,
O=C(N/N=C\c1cn[nH]c1-c1ccccc1)c1cccnc1,7.8%,-3.5%,-4.6%,-3.3%,1.1%,
Cc1sc2nc(SCC(=O)NCc3ccco3)n(-c3ccccc3)c(=O)c2c1C,-1.3%,16.4%,13.6%,-8.8%,i,
CCc1cc(=O)oc2c(CN3CCCC3)c(O)c(Cl)cc12,-10.7%,-12.9%,4.1%,12.5%,1.0%,
CC(C)c1nc(C(N)=O)c2[nH]c(=O)n(-c3ccc(F)cc3)c2n1,-0.7%,-1.3%,.,-11.7%,0.8%,
S=C(Nc1ccccc1Cl)N(Cc1cccnc1)Cc1ccco1,1.6%,2.0%,-10.1%,15.7%,i,

# Compounds shown so far that contain an aryl methoxy group:
SMILES,H1N1 NS1A inhibition,M. tuberculosis HTS,M. tuberculosis,Salmonella PhoP GFP,inhibitors of VEEV,others
COc1ccc(CN2CCNC(=O)C2CC(=O)N(C)Cc2nccs2)c(OC)c1 (stereo not given),-0.5%,5.3%,23.3%,6.3%,3.1%,
COCCn1c(=O)[nH]c2cc(C(=O)Nc3cc(OC)c(OC)c(OC)c3)ccc2c1=O,1.8%,-6.4%,-5.0%,6.4%,3.3%,
CCO/C=C1/C(=O)N(c2ccccc2OC)C(=O)c2ccccc21,6.5%,2.0%,6.8%,7.6%,0.2%,
COc1c(/C=N/NC(=O)[C@H]2C[C@@H]2c2ccccc2)c(CCN(C)C(C)=O)cc2c1OCO2,-4.2%,-3.5%,7.5%,-3.9%,1.5%,
COc1cc(N2C(=O)CSC2=S)cc(OC)c1OC,0.3%,-0.5%,31.0%,-4.7%,1.4%,
COc1cc(NC(=O)c2cc(OC)c(OC)c(OC)c2)cc(-n2cnnn2)c1,0.4%,-17.2%,0.2%,-1.2%,2.2%,

# The list continues.
SMILES,H1N1 NS1A inhibition,M. tuberculosis HTS,M. tuberculosis,Salmonella PhoP GFP,inhibitors of VEEV,others
Cc1ccc(C(=O)OCC(=O)c2ccc(S(=O)(=O)N3CCCCC3)cc2)o1,-2.9%,-2.3%,11.0%,8.2%,1.9%,
Cc1cc([N+](=O)[O-])ccc1-c1ccc(/C=N/NC(=O)Cc2ccccc2)o1,-2.6%,6.5%,4.4%,-6.2%,2.8%,
COc1ccc(/C(O)=C2/C(=O)C(=O)N(Cc3cccnc3)C2c2ccccn2)cc1 (stereo not given),15.4%,-11.6%,-17.5%,4.5%,1.7%,
O=Cc1cn(CCC(=O)O)nc1-c1cccc(Cl)c1,-14.8%,-1.9%,-5.4%,-4.7%,0.9%,
C=CCn1c(-c2ccccc2)n[nH]c1=S,-4.2%,7.5%,15.0%,8.1%,0.9%,inhibitors of VEEV 10K pilot screen=1.4
Cc1cccc(CSc2nnc(CCCCCNC(=O)OC(C)(C)C)o2)c1,-0.1%,?,79.4%,7.4%,i,
